# MT1-MMP act inh: MT1-MMP (human) activation inhibition. HT1080 RFP-PRO-GFP cells, GFP/RFP ratio fluorescence, overnight; percent of plate control window, DMSO zero. P50281. AID 651647. 360,000 compounds, 0.061% hits. GFP/RFP ratio change, % at 20 µM;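 active means GFP/RFP ratio change of at least 30% with cell ATP level not reduced by more than half and red fluorescence within 50% of control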; further: strong numbers were not always called active
#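 system = RFP-PRO-GFP reporter HT1080 cells | dosing = 20 µM single dose, 1% DMSO | timing = overnight cell settling, then overnight compound exposure, 37 °C, 5% CO2 | read-out basis = GFP/RFP fluorescence ratio | controls = DMSO and RFP-L50D-GFP cell wells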
# Neddyl block: blocks human cullin neddylation | P61081+Q13564 | TR-FRET cullin neddylation, biochemical | calls only at 25 µM | 360,000 compounds, 0.58% hits; in the data active means inhibition above about 36%
# FAS-TE inh: FAS thioesterase (human) inhibition | inhibition, % at 15 µM | 360,000 compounds, 0.67% hits | recombinant FAS-TE, OMFH fluorogenic substrate, fluorescence endpoint;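 active means compounds whose normalised, plate-corrected inhibition of enzyme fluorescence in the single-dose primary screen is 50% or more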;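 further: 0% = DMSO with enzyme and 100% = substrate without enzyme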
# Rin1-Abl PPI inh: human Rin1-Abl interaction inhibition; inhibition, % at 7.35 µM; 360,000 compounds, 0.4% hits; AID 588664; P00519+Q13671; TR-FRET Rin1/Abl binding, biochemical; in the data active means inhibition above about 5%, passing the limit was not always enough
# eLon inh: inhibits E. coli Lon protease; inhibition, % at 7.94 µM; 360,000 compounds, 0.42% hits; purified E. coli Lon protease, fluorescence polarization; in the data active means inhibition above about 13%, passing the limit was not always enough;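 further: 0% = enzyme with probe and DMSO and 100% = no enzyme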
# SKN-1 block: C. elegans SKN-1 inhibition; C. elegans VP596 Pgst-4::GFP/RFP ratio, acrylamide-induced, 24 h; inhibition, % at 21.8 µM; 360,000 compounds, 0.49% hits; AID 624304;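 active means interference check ratio from 0.5 to 1.5 plus GFP to RFP signal ratio inhibition reaching or exceeding a fixed threshold, cut at about 30% in these data, passing the limit was not always enough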; further: some compounds called inactive have numbers as strong as hits
# bovine MsrA act: activators of bovine methionine sulfoxide reductase A. purified bovine MsrA, absorbance read-out. 360,000 compounds, 0.3% hits. activation, % at 10.6 µM. AID 602163; in the data active means activation above about 7.5%;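 further: 0% = vehicle and 100% = reference activator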
# NRP1-CendR mod: modulators of CendR peptide binding to human neuropilin-1. AID 602438. 360,000 compounds, 0.85% hits. inhibition, % at 25 µM. O14786. FAM-RPARPAR peptide binding to NRP-1, fluorescence polarization;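 active means inhibition or corrected inhibition above about 18%, plus a signal ratio from 0.5 to 1.5, limit read from the data, passing the limit was not always enough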; further: strong numbers were not always called active
# MsrA inhibitor: inhibitors of bovine MsrA. purified bovine MsrA, absorbance read-out. inhibition, % at 15.5 µM. AID 651718. 360,000 compounds, 0.75% hits; in the data active means inhibition above about 4.5%;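 further: 0% = vehicle wells with enzyme and 100% = reference inhibitor wells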
# The depositor's hits bear a star; i = inactive; x = no result given.
entry	SMILES	bovine MsrA act	FAS-TE inh	eLon inh	MsrA inhibitor	Neddyl block	Rin1-Abl PPI inh	SKN-1 block	MT1-MMP act inh	NRP1-CendR mod
1	CCOC(=O)Cc1csc(NC(=O)CCCC(=O)O)n1	-6	-6	-15	3.4	i	0	2	-1	17
2	Cn1c(=O)c2[nH]c(Cc3ccsc3)nc2n(C)c1=O	-2	-7	-2	0.1	i	4	-2	-2	-2
3	O=C(c1ccc2c(c1)C(=O)N(Cc1ccco1)C2O)N1CCOCC1 (centres undefined)	0	-4	-1	0.3	i	-2	-1	0	9
4	O=C(O)/C=C/C(=O)Nc1ccccc1-c1ccccc1NC(=O)/C=C/C(=O)O	-10	-6	15	-0.8	i	3	-6	8	-6
5	Nc1cnn(Cc2ccc(F)cc2)c1	-4	-7	-8	0.3	i	3	2	-1	6
6	Nn1c(Cc2cccc3ccccc23)nnc1SCc1ccccc1Cl	-5	0	-11	-0.7	i	1	2	-2	-4
7	Cc1ccc(CN2CCN(Cc3ccco3)CC2)cc1	-2	-5	4	0.5	i	1	-12	1	-1
8	O=S(=O)(Nc1ccc(Br)cc1)N1CCOCC1	-4	-3	-7	-0.6	i	-4	14	-5	-2
9	COc1ccc(NC(=O)C[C@H]2C(=O)N(c3ccc(OC)cc3)C[C@@H]2C)cc1	-14	-6	-3	0.9	i	0	12	2	-19
10	O=C(Nc1cccc(OC(F)(F)F)c1)c1cccc2c(-c3cccnc3)coc12	-7	31	2	x	i	2	22	18	-1
11	O=[N+]([O-])c1ccc(N2CCN(c3ccccc3O)CC2)cc1	-3	3	-2	0.8	i	-1	0	3	7
12	O=C1NCCN(Cc2cccc(Oc3ccccc3)c2)C1CC(=O)N1CCCCC1 (centres undefined)	-2	1	21	-0.8	i	2	-18	-1	1
13	COc1ccc(/C=C/C(=O)NCc2ccc(F)cc2)cc1S(=O)(=O)N1CCOCC1	7	-1	-3	0.4	i	-3	7	-2	9
14	CCCCCC(=O)NC(Nc1ccc(S(N)(=O)=O)cc1)C(Cl)(Cl)Cl (centres undefined)	-9	-4	-3	-0.7	i	2	4	5	-4
15	Nc1ccc2c(c1)CC(=O)c1ccccc1S2	-3	0	8	-0.1	i	0	4	0	-5
16	CCOC(=O)N1CCC(NCCNC(=O)c2ccc(Cl)cc2)CC1	-8	-5	9	0.0	i	-1	-19	-2	12
17	C=CC[C@@H](CC(=O)N(CCO)Cc1ccccc1)C(=O)N[C@H](COC(=O)[C@@H](CC=C)CC(=O)OC(C)(C)C)C(C)(C)C	0	6	-7	-0.5	i	0	-5	-23	4
18	Cc1cc(C=O)c(C)n1-c1ccc(N2CCCCC2)c([N+](=O)[O-])c1	1	-18	5	-0.1	i	-3	7	-10	41*
19	CCOC(=O)C(C(=O)c1ccccc1)C1CC(C)NC(=S)N1 (centres undefined)	-1	-14	-6	1.0	i	5	-4	4	-1
20	CCOc1ccc(CNC(=O)CN2C(=O)C(c3ccccc3)Oc3cccnc32)cc1 (centres undefined)	-1	2	-3	1.9	i	0	10	2	-18
21	CCCCn1nc(C(=O)OCC(=O)Nc2sccc2C(N)=O)c2ccccc2c1=O	-3	15	-6	-0.1	i	0	3	0	-14
22	O=C(Cn1cnc2scc(-c3ccc(F)cc3)c2c1=O)N1CCOCC1	-7	-4	1	-0.5	i	-1	12	0	10
23	CC/C(=N/Nc1cccc(Cl)c1)c1cnnc(SC)n1	-11	-10	7	-0.9	i	-2	2	-13	11
24	O=C(Cn1cc(S(=O)(=O)N2CCCC2)c(S(=O)(=O)N2CCCC2)c1)NCc1ccco1	-7	-7	-6	1.1	i	3	2	-3	2
25	O=C(CCN1C(=O)/C(=C\c2cccs2)SC1=S)Nc1ccc(C(=O)O)cc1	-4	-6	-65	-0.2	i	1	13	-10	-72
26	O=C(Nc1cc(Sc2nc3ccccc3s2)cc([N+](=O)[O-])c1)c1cccc(F)c1F	-9	18	1	0.8	i	2	7	1	-2
27	O=C(OCc1nc(-c2ccccc2)oc1COC(=O)c1ccco1)c1ccco1	-1	25	-14	-1.1	i	3	11	5	0
28	O=C(CSc1nnc(Cn2c(=O)sc3ccccc32)n1-c1ccccc1)NCC1CCCO1 (centres undefined)	-2	-6	-9	1.5	i	2	4	-2	-3
29	CC(C)Oc1ccc(C(=O)NNC(=O)c2ccccc2C(=O)O)cc1	-2	-5	-17	0.6	i	-4	2	-4	-2
30	CC(=O)n1cc([C@@H]2C=C(C(=O)Nc3ccccc3)O[C@H](OCCCCO)C2)c2ccccc21	-8	8	-4	-0.6	i	-1	-10	-4	-16
31	Clc1ccccc1-c1nc2ccccc2c2nc3ccccc3n12	-2	23	-2	-0.9	x	-6	23	-8	13
32	COc1ccc(C(C)(O)c2nc(-c3cccc(O)c3)cs2)cc1 (centres undefined)	-3	2	5	0.9	i	0	16	-8	8
33	CCCCn1c(=NC(=O)c2ccco2)c(C(=O)OCC)cc2c(=O)n3cccc(C)c3nc21	-7	56*	4	3.9	x	-9	-12	8	0
34	O=C(COC(=O)/C=C/c1cc(Br)ccc1F)NC1CC1	-6	-5	-15	-0.8	i	1	-5	3	-1
35	CCCCOc1ccc(CSC(=N)N)cc1Cl	6	-100	-6	-0.6	i	0	-11	-5	3
36	CCOC(=O)c1[nH]c(C)c(C(=O)N2CCN(c3ccc(F)cc3)CC2)c1C	-1	-1	4	-0.3	i	1	-9	-7	0
37	O=[N+]([O-])c1nn(-c2ccccc2)[n+]([O-])c1N1CCN(c2ccccc2)CC1	-1	-4	-7	0.5	i	3	0	-3	1
38	COc1ccc(S(=O)(=O)Nc2cccc(NC(C)=O)c2)cc1	-10	-6	-3	2.8	i	4	-2	14	19
39	CC1(C)Cc2c(sc(NC(=O)Cc3ccccc3)c2C#N)CO1	-4	-2	-7	1.2	i	-4	-10	0	-2
40	CC(=O)Nc1cc(C(=O)NCCN2CCN(Cc3ccccc3)CC2)ccc1Sc1ccc(C)cc1	-3	-1	2	0.1	i	4	5	0	-6
41	CCc1cccc(NC(=S)N(CCOC)C2CCN(C(C)=O)CC2)c1	-3	-3	5	-2.0	i	0	3	2	-4
42	CCCc1cc(=O)oc2c(C)c(O)c(CN3CCCCC3)cc12	1	-4	-9	2.7	x	-3	-15	-4	-4
43	CCOC(=O)c1ccc(Nc2ccc([N+](=O)[O-])cn2)cc1	-5	-7	-5	0.6	i	3	8	1	6
44	Nc1nonc1-c1nc2ccccc2n1Cc1ccccc1	-3	24	-5	0.3	i	1	-2	3	-4
45	COc1cc(OC)cc(C(=O)NCc2ccc3c(c2)cc(C)n3C)c1	0	-4	46*	1.1	i	-2	55	26	23
46	CC(C)c1cc(N=NC(N)=O)cc(C(C)C)c1O	-6	4	-1	4.6*	i	-2	-2	3	1
47	C/C(=N/NC(=O)CNC(=O)c1cccc(F)c1)c1ccc2c(c1)CCCC2	-3	1	0	-1.8	i	-2	10	2	8
48	O=C(COC(=O)CCNS(=O)(=O)c1ccccc1F)Nc1nnc(-c2ccccc2)o1	0	-6	8	1.2	i	7	0	-3	3
49	CN1CCc2c(sc(NC(=O)c3ccco3)c2C(N)=O)C1	-7	-4	-7	1.9	i	1	20	-1	0
50	O=C(CN(Cc1ccccc1Cl)C(=O)c1csnn1)NCCc1ccccc1	2	0	-2	-1.4	i	1	6	-1	-6

# Fetched by compound from the entries so far (3):
entry	SMILES	bovine MsrA act	FAS-TE inh	eLon inh	MsrA inhibitor	Neddyl block	Rin1-Abl PPI inh	SKN-1 block	MT1-MMP act inh	NRP1-CendR mod
35	CCCCOc1ccc(CSC(=N)N)cc1Cl	6	-100	-6	-0.6	i	0	-11	-5	3
50	O=C(CN(Cc1ccccc1Cl)C(=O)c1csnn1)NCCc1ccccc1	2	0	-2	-1.4	i	1	6	-1	-6
36	CCOC(=O)c1[nH]c(C)c(C(=O)N2CCN(c3ccc(F)cc3)CC2)c1C	-1	-1	4	-0.3	i	1	-9	-7	0

# Additional compounds.
entry	SMILES	bovine MsrA act	FAS-TE inh	eLon inh	MsrA inhibitor	Neddyl block	Rin1-Abl PPI inh	SKN-1 block	MT1-MMP act inh	NRP1-CendR mod
51	O=C(COc1ccc(Br)cc1)N1CCOCC1	-1	-5	-6	-0.7	i	-3	17	5	-3
52	CCCC(=O)C1=C(O)C(c2cccc(Oc3ccccc3)c2)CCC1=O (centres undefined)	-13	-4	-8	-1.4	i	-1	1	1	5
53	O=C(NCc1ccccn1)/C(=N/O)c1ccccc1	-4	-6	-3	-0.8	i	-1	11	0	-4
54	COc1ccc(N2CC(C(=O)N3CCN(S(=O)(=O)c4ccc(F)c(F)c4)CC3)CC2=O)c(OC)c1 (centres undefined)	0	-6	-2	-0.5	i	1	-7	-1	-1
55	Cc1nccn1CCc1nc(N)nc(N)n1	-3	-5	-16	-0.4	i	3	1	-3	5
56	Cc1nn(C)c(C)c1CCC(=O)N1CCCC(N2CCN(c3ccc(F)cc3)CC2)C1 (centres undefined)	-3	0	-3	-0.2	i	0	20	3	8
57	COc1ccc(S(N)(=O)=O)cc1C(=O)OCCCOc1ccc(F)cc1	-2	-2	5	-0.1	i	1	12	7	-6
58	O=C(CC(=O)N/N=C/c1ccc(F)cc1)N/N=C/c1ccc(F)cc1	-2	-3	2	1.6	i	2	-7	0	-3
59	CC(=O)Nc1cc2c(cc1NC(=O)Cn1nc(-c3ccc(F)cc3)ccc1=O)OCCO2	-4	-4	-11	0.3	i	1	15	2	17
60	Cc1cccc(NC(=O)Nc2cnccn2)c1C	-4	-4	-7	1.0	i	4	15	-1	20*
61	Cc1cccc(C)c1NC(=S)N(C)CCc1ccccn1	-3	-13	-1	-0.2	i	-2	15	1	-2
62	C=CCN(c1ccccc1)S(=O)(=O)c1cccc(C(=O)Oc2ccc3c(C)cc(=O)oc3c2)c1	-3	35	-7	1.9	x	-2	5	-5	15
63	NC(=O)c1ccc(NC(=O)C2CCCO2)cc1 (centres undefined)	-3	-7	-2	-0.1	i	-3	-13	-11	1
64	COc1cc(Sc2ccc(C)cc2)c(OC)cc1N	-1	-5	6	0.8	i	-2	7	16	-4
65	Cc1ccc(C(C(=O)NCC2CCCO2)N(Cc2ccccc2F)C(=O)Cn2nnc(-c3cccs3)n2)cc1 (centres undefined)	0	12	11	0.0	i	0	24	-4	-1
66	COc1ccccc1CC(=O)NNS(=O)(=O)c1ccccc1[N+](=O)[O-]	-4	-4	-6	1.4	i	3	4	0	8
67	Cc1csc(=O)n1CC(=O)OCC(=O)c1c(N)n(CC(C)C)c(=O)n(C)c1=O	-1	28	-11	0.3	i	1	12	3	-8
68	Cc1ccc(S(=O)(=O)NC(C(=O)Oc2ccc3ccc(=O)oc3c2)c2ccccc2)cc1 (centres undefined)	-5	6	8	0.7	x	-2	2	-1	17
69	COc1ccc(-c2ncncc2-c2ccccc2)c(O)c1	-5	-2	4	-0.9	i	0	-12	-8	-4
70	CSCCC(NC(=O)c1ccccc1Br)C(=O)NNC(=O)c1csc(N2CCOCC2)n1 (centres undefined)	-3	-4	4	2.0	i	-3	7	1	2
71	O=C(C1=C(O)C(=O)N(CCN2CCOCC2)C1c1ccc(F)cc1)c1cc2ccccc2o1 (centres undefined)	-3	-1	-1	2.0	i	-2	3	-1	2
72	Cc1sc2c(=O)n3c(nc2c1C(=O)NCCCN1CCOCC1)CCCCC3	1	-8	-3	-0.7	i	3	12	-3	13
73	C[C@@H]1CCCCO[C@H](CN(C)C(=O)CCC(F)(F)F)[C@@H](C)CN([C@H](C)CO)C(=O)c2cc(NC(=O)c3ccncc3)ccc2O1	-3	-6	3	1.0	i	0	-1	2	-17
74	O=C1NC(=O)/C(=C/c2ccco2)N1	-7	-14	1	7.9*	i	-2	25	-3	25*
75	COc1ccc(CC(N)c2csc(Nc3nncc4ccccc34)n2)cc1 (centres undefined)	-2	-12	-13	-0.3	i	-1	20	16	-5
76	O=C(CCc1ccccc1)NC1CCCc2ccccc21 (centres undefined)	-6	-4	12	1.2	i	0	5	-1	0

# Screening data deposited in PubChem by several laboratories.
